Assay outcomes as filed in PubChem BioAssay.
ERG Ets-DNA blk – qHTS for Small Molecule Inhibitors of the ERG Ets/DNA interaction. Transcriptional regulator ERG (Homo sapiens), P11308. fluorescence polarization, His-ERG Ets domain / labelled DNA. Potency, µM (series often up to 76.9 µM), without a hit: at the highest dose FP activity, negative = inhibition, usual class: inhibitors. 370,000 compounds, 0.028% hits. AID 624246, 2012; active = well fitted inhibition curve with a large enough effect in the polarisation, with a control signal flat; inconclusive = small, poorly fitted or top-dose-only effect, or effect the other way, or a change in a side signal; inactive = no such curve, though single readings can be large or run the other way; the % refers to the polarisation;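 note: polarization taken with two DNA probes labelled with fluorescein and Texas red; potency is the fitted concentration of half-maximal effect; % of control where 0% means no effect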
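His-tagged ERG Ets domain (1 uM in the protein solution; 300mM KCl, 50mM Tris-HCl, 1mM EDTA, 1mM DTT, pH 7.5) received compound, then a probe mix of 5 nM fluorescein-DNA and 100nM Texas-615-DNA. Fluorescence polarization was read for both dyes.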
TRHR ag – qHTS for Small Molecule Agonists and Allosteric Enhancers of Human TRH Receptor: Primary Screen for Agonists; Thyrotropin-releasing hormone receptor (Homo sapiens), P34981; TRHR cells, calcium flux fluo-8, FDSS agonist mode; activation, % at 2 µM; 360,000 compounds, 0.18% hits; in the data active = activation above about 30%; note: 0% is about no effect
Target sequence (P34981 whole entry, looked up): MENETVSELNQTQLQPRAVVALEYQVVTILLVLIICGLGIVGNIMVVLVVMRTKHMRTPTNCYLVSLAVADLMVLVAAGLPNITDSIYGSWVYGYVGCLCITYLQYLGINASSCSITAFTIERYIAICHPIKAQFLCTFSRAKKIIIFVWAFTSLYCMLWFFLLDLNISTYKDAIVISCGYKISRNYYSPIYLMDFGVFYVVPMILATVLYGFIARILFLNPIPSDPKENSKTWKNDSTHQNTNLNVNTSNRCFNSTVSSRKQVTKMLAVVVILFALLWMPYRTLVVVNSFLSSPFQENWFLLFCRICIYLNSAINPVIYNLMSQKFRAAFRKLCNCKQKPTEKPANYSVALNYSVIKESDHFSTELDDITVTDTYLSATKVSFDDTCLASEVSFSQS
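Read-out: compound-evoked intracellular calcium rise in TRHR cells, fluo-8 dye, kinetic FDSS fluorescence at 1 s/cycle following a 10-cycle baseline. Cells cultured overnight before dye loading (30 min–1.5 h, RT).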
BLM inh – qHTS Assay for Inhibitors of Bloom's syndrome helicase (BLM); 350,000 compounds, 0.2% hits; AID 2528, 2010; Potency, µM (top dose mostly 56.1 µM), inactives show top-dose activity change, negative = inhibition, most hits filed as inhibitors; recombinant BLM DNA unwinding, fluorescence dequenching;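 note: potency is the fitted concentration of half-maximal effect; plate controls were vehicle for no effect and no enzyme for full effect; nearly all actives have a fitted effect of over 35% in size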
APE1 inh – qHTS Assay for Inhibitors of the Human Apurinic/apyrimidinic Endonuclease 1 (APE1); DNA repair nuclease/redox regulator APEX1 (Homo sapiens), P27695; recombinant APE1, TAMRA/BHQ-2 abasic DNA cleavage fluorescence; Potency, µM (top dose mostly 65.8 µM), inactives show top-dose activity change, negative = inhibition, actives largely listed as inhibitors; 350,000 compounds, 0.35% hits; AID 2517, 2012;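 note: potency is the fitted concentration of half-maximal effect; plate controls were vehicle for no effect and reference inhibitor for full effect; nearly all actives have a fitted effect of over 55% in size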
Target sequence (P27695 whole entry, looked up): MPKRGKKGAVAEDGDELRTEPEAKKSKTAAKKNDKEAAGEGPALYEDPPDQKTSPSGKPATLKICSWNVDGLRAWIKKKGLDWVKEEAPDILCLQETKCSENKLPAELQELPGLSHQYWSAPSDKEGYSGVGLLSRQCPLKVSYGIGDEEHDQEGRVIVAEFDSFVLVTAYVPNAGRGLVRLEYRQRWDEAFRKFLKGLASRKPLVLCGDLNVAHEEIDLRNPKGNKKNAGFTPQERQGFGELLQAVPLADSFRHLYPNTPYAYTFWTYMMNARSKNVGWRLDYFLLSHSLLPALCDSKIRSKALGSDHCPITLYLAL
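Measures dequenching upon AP-site incision of a 5'-TAMRA/3'-BHQ-2 THF-containing duplex, 50 nM; human APE1 0.75 nM after 15 min room-temperature exposure to compound; kinetic three-point read at one-minute spacing.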
ALOX12 inh – Primary qHTS assay for inhibitors of human arachidonate 12S-lipoxygenase (ALOX12): Round 2; Polyunsaturated fatty acid lipoxygenase ALOX12 (Homo sapiens), P18054; AID 1671190, 2021; 580,000 compounds, 1.1% hits; purified 12hLO, xylenol orange hydroperoxide absorbance; Potency, µM (doses to about 108 µM), without a hit: at the highest dose activity change, negative = inhibition, hits mostly inhibitors; note: potency is the fitted concentration of half-maximal effect; % is set by controls: 0 for no effect and ±100 for the full control effect
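Purified human 12hLO (150 nM final) in 25 mM Hepes, 0.01% Triton X-100, pH 7.0 was preincubated 15 min at room temperature with compound. Then 40 uM arachidonic acid was added, 30 min. Hydroperoxide was read by Fe-XO absorbance ratio 573/405 nm.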
POLK inh – qHTS for Inhibitors of Polymerase Kappa; 400,000 compounds, 0.53% hits; purified Pol kappa, fluorescent DNA synthesis assay, 10 min; Potency, µM (highest dose often 107 µM), inactives show at the highest dose activity, negative = inhibition, usual class: inhibitors; note: potency is the fitted concentration of half-maximal effect; % is set by controls: 0 for no effect and ±100 for the full control effect
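Kinetic fluorescence readout at 0 and 10 min followed reaction start with substrate at 50 nM final. Beforehand, enzyme (10 nM Pol kappa) stood 15 min with compound at room temperature; buffer-only wells were negative controls.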
Pol iota inh – qHTS for Inhibitors of Polymerase Iota; Pol iota fluorescent replication assay, 10 min; Potency, µM (series often up to 115 µM), for inactives: top-dose activity, negative = inhibition, hits mostly inhibitors; 390,000 compounds, 1% hits; note: potency is the fitted concentration of half-maximal effect
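Pol iota at 10 nM preincubated 15 min with compounds at room temperature; reaction started with fluorescent substrate, 50 nM final. Fluorescence read kinetically at 0 and 10 min; buffer-only wells as negative control.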
Apoferritin bind – qHTS Assay for Identification of Novel General Anesthetics. Ferritin light chain (Equus caballus), P02791. AID 485281, 2010. 350,000 compounds, 0.074% hits. apoferritin/1-aminoanthracene competitive binding, fluorescence. Potency, µM (highest dose often 77.5 µM), inactives show top-dose activity change, negative = displacement, actives largely listed as inhibitors; note: potency is the fitted concentration of half-maximal effect; % is set by controls: 0 for no effect and ±100 for the full control effect; nearly all actives have a fitted effect of over 20% in size
Target sequence (P02791 2-175 limits assumed): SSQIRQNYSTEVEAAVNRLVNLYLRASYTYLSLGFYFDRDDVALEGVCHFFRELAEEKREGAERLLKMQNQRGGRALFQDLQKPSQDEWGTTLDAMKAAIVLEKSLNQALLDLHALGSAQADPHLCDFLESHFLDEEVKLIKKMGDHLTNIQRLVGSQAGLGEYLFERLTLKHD
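Concentration-response curves derived by four-parameter Hill fitting of normalized fluorescence, where compounds displaced 1-AMA from 10 uM horse apoferritin following a brief 10 min room-temperature incubation; propofol titration acted as positive control.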
POLB inh – qHTS Assay for Inhibitors of DNA Polymerase Beta; 340,000 compounds, 1.3% hits; Pol beta primer extension/strand displacement, fluorescence kinetic; AID 485314, 2010; Potency, µM (doses to about 114 µM), inactives show top-dose activity change, negative = inhibition, usual class: inhibitors; note: potency is the fitted concentration of half-maximal effect; % is set by controls: 0 for no effect and ±100 for the full control effect
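Preincubation: enzyme (10 nM) with compound, 15 min, RT. Reaction: substrate added to 50 nM final. Reads: 0 and 10 min. Analysis: normalized, Hill fit.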
* marks the source's active call; other numbers are inactive results; ? = inconclusive; . = not tested or not shown; [ ] = dose if it differs, or a comment. Unless noted, calls come from the whole dose curve; as a rule, active = well fitted curve in the direction sought with a large enough effect; inconclusive = small, poorly fitted or top-dose-only effect, or another doubt; inactive = no such curve, though single readings can be large; an effect the other way counts as inactive or inconclusive. Not all compounds are listed, so the mix of outcomes need not match the whole.

SMILES | ERG Ets-DNA blk | TRHR ag | BLM inh | APE1 inh | ALOX12 inh | POLK inh | Pol iota inh | Apoferritin bind | POLB inh
CC1CCCC(C)N1C(=O)COC(=O)CSc1ccc([N+](=O)[O-])cc1 (stereo not drawn) | 5.1% | -0.2 | . | -10.9% | 1.5% | -14.9% | 11.3% | . | .
Cn1c(=O)c2c(-c3ccccc3)n3c(c2n(C)c1=O)C(c1cccc([N+](=O)[O-])c1)Nc1ccccc1-3 (stereo not drawn) | -3.1% | 0.6 | -3.9% | . | -13.8% | -11.5% | -16.7% | -0.5% | -20.4%
CCOC(=O)C(C(=O)OCC)C1OC(=O)c2cc3c(cc21)C(=O)OC3C(C(=O)OCC)C(=O)OCC (stereo not drawn) | -9.2% | -0.2 | -4.9% | 1.6% | -0.3% | -8.0% | 23.8% | -17.5% | -2.4%
COc1ccc(S(=O)(=O)N2CCOCC2)cc1NC(=O)CCc1nc2ccccc2c(=O)[nH]1 | 4.7% | 0.8 | -5.9% | 29.8% | -1.2% | -9.3% | 29.0% | -12.2% | -15.5%
COc1ccccc1N1CCN(C(=O)C(=O)c2cn(CC(=O)N3CCOCC3)c3ccccc23)CC1 | 1.5% | -0.3 | 0.1% | 8.7% | 5.3% | -4.8% | -17.5% | -10.6% | -0.5%
CC(=O)N1CCOc2ccc(S(=O)(=O)N3CCC(C(=O)Nc4ccc(C)cc4)CC3)cc21 | -7.4% | 0.5 | 0.2% | 17.3% | -7.6% | -1.7% | 2.4% | 0.9% | 3.8%
CN(C)c1ccc(NC(=O)c2cn(-c3ccccc3)nc2-c2cccs2)cc1 | -7.7% | -0.1 | -8.3% | -11.7% | ? | -10.4% | 21.4% | 4.1% | -3.6%
CC(C)(C)c1nc(NCCN2CCOCC2)c2nnn(Cc3ccccc3Cl)c2n1 | -1.1% | 0.2 | -3.0% | -5.3% | -6.0% | -5.8% | 9.9% | -6.8% | -0.8%
Cn1nnc2cc(C(=O)NC3CC3)ccc21 | -8.4% | -0.2 | -1.9% | 1.7% | 18.8% | -17.2% | 7.7% | -13.0% | 3.3%
CC(NC(=O)CN(C)Cc1ccc(Br)cc1)c1ccccc1 (stereo not drawn) | -11.3% | -0.3 | -2.1% | 0.7% | -7.1% | 1.0% | 13.3% | -7.7% | 3.9%
[N-]=[N+]=NC[C@H](Cc1ccccc1)N1CC[C@@H](OCc2ccccc2)CCC1=O | 2.0% | 0.0 | 0.4% | -8.0% | 1.8% | 0.5% | -11.8% | -16.1% | 20.2%
O=C(NCC12CC3CC(CC(C3)C1)C2)c1cc2nc(-c3ccccc3)cc(C(F)(F)F)n2n1 | -0.9% | 0.3 | -2.6% | . | 0.0% | -2.5% | ? | -6.5% | 0.0%
CN1C(=O)/C(=C2/C=Cc3ccccc3N2CCCS(=O)(=O)O)SC1=S | 0.8% | 0.5 | -15.6% | -10.7% | -20.4% | -11.6% | 2.7% | ? | ?
O=C(Nc1ccccc1C(=O)OCc1cc(=O)n2nc(C3CC3)sc2n1)c1cccc(F)c1 | -6.9% | -0.1 | -0.6% | . | -19.2% | -7.9%[60.1 µM] | 3.6% | 34.7%[activator] | -2.5%
Cc1ccc(CNC(=O)c2ccc3c(c2)S(=O)(=O)c2ccccc2C3=O)cc1 | 2.1% | . | . | . | 1.1% | 9.5% | 28.2% | . | .
O=C(CSc1nc2c([nH]c3ccccc32)c(=O)n1-c1ccccc1)NCc1ccc(F)cc1 | 1.7% | -0.2 | -2.1% | . | ? | -9.8%[60.1 µM] | ? | -13.2% | -21.0%
Cn1nnc(NCc2cc(Br)ccc2OCc2ccccc2F)n1 | -3.5% | -0.4 | -7.9% | 0.4% | 8.8% | -8.9% | 1.1% | 3.7% | -26.7%
Cc1[nH][nH]c(=O)c1C(c1ccc2c(c1)OCO2)c1c(C)[nH][nH]c1=O | 9.3% | 1.0 | -6.1% | -2.2% | -0.2% | -14.2% | ? | -9.3% | -0.4%
COC(=O)c1ccccc1S(=O)(=O)N1CCC(C(=O)NC2CCCCC2)CC1 | 1.4% | -0.3 | . | 46.7%[activator] | 177.2%[activator] | 1.9% | 26.5% | . | .
Nc1ccc(S(N)(=O)=O)cc1 | -8.3% | . | 4.4% | -1.7% | ? | -16.8% | -16.7% | 10.1%[29.3 µM] | .
CC(C)N1CCC(=NNc2ccc(S(=O)(=O)N3CCOCC3)cc2[N+](=O)[O-])CC1 | . | 0.3 | 3.7% | 11.2% | -29.2% | -5.2% | 21.3% | 1.6% | 52.3%
CCN(CC)S(=O)(=O)c1ccc(C(=O)NCCc2ccccn2)cc1 | -16.7% | 0.6 | -0.4% | 0.4% | 8.7% | -0.7% | 142.5%[activator] | -2.6% | 25.9%
CCN(CC)C(=O)CSc1nc2ccsc2c(=O)n1CCCC(=O)NCCc1ccc(S(N)(=O)=O)cc1 | -15.5% | 0.6 | 0.2% | -1.3% | 5.6% | -0.3% | 8.5% | -5.3% | 5.5%
O=C(OCC(=O)N(CCc1ccccc1)Cc1ccccc1)c1ccc(F)c(S(=O)(=O)N2CCOCC2)c1 | -0.3% | . | . | . | 16.8% | 9.4% | 1.7% | . | .
CCOC(=O)c1ccc(-c2ccc(/C=N/NC(=O)CN(c3cccc(C)c3)S(C)(=O)=O)o2)cc1 | -3.3% | 0.2 | -4.3% | -9.8% | 0.1% | -6.8% | -4.1% | 0.7% | -7.1%

Reprinted at random: four records from the list, in no set order.
SMILES | ERG Ets-DNA blk | TRHR ag | BLM inh | APE1 inh | ALOX12 inh | POLK inh | Pol iota inh | Apoferritin bind | POLB inh
COc1ccccc1N1CCN(C(=O)C(=O)c2cn(CC(=O)N3CCOCC3)c3ccccc23)CC1 | 1.5% | -0.3 | 0.1% | 8.7% | 5.3% | -4.8% | -17.5% | -10.6% | -0.5%
CC(C)(C)c1nc(NCCN2CCOCC2)c2nnn(Cc3ccccc3Cl)c2n1 | -1.1% | 0.2 | -3.0% | -5.3% | -6.0% | -5.8% | 9.9% | -6.8% | -0.8%
O=C(CSc1nc2c([nH]c3ccccc32)c(=O)n1-c1ccccc1)NCc1ccc(F)cc1 | 1.7% | -0.2 | -2.1% | . | ? | -9.8%[60.1 µM] | ? | -13.2% | -21.0%
Cc1ccc(CNC(=O)c2ccc3c(c2)S(=O)(=O)c2ccccc2C3=O)cc1 | 2.1% | . | . | . | 1.1% | 9.5% | 28.2% | . | .

Continuation.
SMILES | ERG Ets-DNA blk | TRHR ag | BLM inh | APE1 inh | ALOX12 inh | POLK inh | Pol iota inh | Apoferritin bind | POLB inh
COCCNC(=O)Cn1c(=O)n(C)c2ccccc21 | -11.9% | 0.5 | -2.1% | -1.3% | -13.5% | -1.3% | 18.1% | -8.8% | 7.1%
O=C(Cn1c(=O)oc2cc(S(=O)(=O)N3CCCC3)ccc21)N1CCCC1 | -0.8% | -0.3 | -1.9% | 0.7% | ? | -2.2% | 10.6% | 21.6% | 1.6%
Oc1cccnc1CN1CCCCC1 | 0.8% | . | . | . | 22.2% | 0.1% | -0.6% | . | .
CC(C)(C)OC(=O)NNC1CC(=O)N(c2ccccc2F)C1=O (stereo not drawn) | -4.9% | 1.7 | -1.5% | -5.2% | 1.5% | -0.8% | -1.0% | -9.5% | 21.3%
CCCC1(C(=O)OC)NC(c2ccc(OC)c(OC)c2)C2C(=O)N(c3cccc(C(C)=O)c3)C(=O)C21 (stereo not drawn) | -9.1% | 1.0 | -4.3% | 8.3% | 7.9% | 2.1% | 10.7% | -15.1% | 27.3%
O=C(NC(Cc1ccccc1)c1ccc2c(c1)OCCCO2)c1ccc(F)cc1 (stereo not drawn) | -0.1% | -0.9 | 0.3% | -9.5% | 19.6% | -11.6% | -10.5% | -3.3% | -21.0%
CCCCCCCCOC(=O)c1nc(Cl)c(Cl)c(N)c1Cl | -5.8% | 0.4 | -10.7% | 1.8% | -4.0% | -8.9% | 109.1%[activator] | -22.5% | -1.6%
O=C1CN(C(=O)COC(=O)c2ccc([N+](=O)[O-])o2)c2ccccc2N1 | -9.2% | 0.2 | . | ? | 6.8% | -24.9% | ? | . | .
CCC(C)[C@H](NC(=O)OC(C)(C)C)C(=O)N/N=C/C1=Cc2ccccc2OC1 (stereo partly drawn) | 4.6% | 0.1 | -21.2% | -4.9% | 1.2% | 4.0% | 16.4% | -0.6% | 16.2%
Clc1ccccc1C1=Nn2c(nnc2-c2ccncc2)SC1 | -15.4% | -0.3 | 3.5% | -4.2% | -14.7% | -5.7% | 6.8% | -16.8% | 18.7%
COc1ccc(S(=O)(=O)N2CCN(CCOc3ccccc3Cl)CC2)cc1OC | -2.5% | -0.3 | . | -2.3% | 41.9%[activator] | -6.7% | -6.8% | . | .
O=[N+]([O-])c1ccc(S(=O)(=O)N2CCN(c3ccnc4cc(Cl)ccc34)CC2)cc1 | 15.2% | 0.7 | -4.6% | -3.3% | -11.2% | -4.0% | 43.1% | -11.2% | -0.1%
N/C(=N\OC(=O)Cc1ccccc1)c1ccc([N+](=O)[O-])cc1 | -5.0% | -0.3 | -0.7% | -3.4% | -28.9% | 1.9% | 6.6% | 5.3% | 51.7%
CCC(C(=O)OCC(=O)Nc1cc(C)ccc1OC)c1ccccc1 (stereo not drawn) | -7.8% | -0.8 | -16.7% | ? | -1.1% | -5.7% | -22.0% | 3.0% | -5.6%
